Screens deposited in PubChem BioAssay by National Center for Advancing Translational Sciences (NCATS).
G9a inh: blocks human histone lysine methyltransferase G9a. 8.8% of 350,000 active. Potency, µM (top dose mostly 102 µM), inactives show top-dose activity, negative = inhibition, hits mostly inhibitors. AID 504332. Q96KQ7. G9a H3K9 monomethylation, AlphaScreen, 2 h; note: % is set by controls: 0 for no effect and ±100 for the full control effect; nearly all actives have a fitted effect of over 75% in size
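AlphaScreen detection with an anti-monomethyl H3K9 antibody quantified product after a 2 h room-temperature reaction containing 500 nM biotinylated H3K9 peptide, 20 µM SAM and 20 nM enzyme, which had been preincubated 15 min with compound.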
APEX1 inh: blocks human APE1 abasic DNA cleavage; P27695; recombinant APE1, TAMRA/BHQ-2 abasic DNA cleavage fluorescence; Potency, µM (highest dose often 65.8 µM), without a hit: at the top dose activity change, negative = inhibition, hits mostly inhibitors; 0.35% of 350,000 active;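 note: plate controls were vehicle for no effect and reference inhibitor for full effect; nearly all actives have a fitted effect of over 55% in size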
Target sequence (P27695 whole entry, looked up): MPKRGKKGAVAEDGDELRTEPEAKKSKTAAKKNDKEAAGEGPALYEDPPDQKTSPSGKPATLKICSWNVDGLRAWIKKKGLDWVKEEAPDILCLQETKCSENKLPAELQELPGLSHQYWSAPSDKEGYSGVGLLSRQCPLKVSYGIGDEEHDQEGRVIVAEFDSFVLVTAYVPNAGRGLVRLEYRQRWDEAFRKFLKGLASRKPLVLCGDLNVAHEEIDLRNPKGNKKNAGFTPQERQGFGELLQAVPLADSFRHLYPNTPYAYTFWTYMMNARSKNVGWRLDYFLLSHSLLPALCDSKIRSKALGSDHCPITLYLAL
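Measures dequenching upon AP-site incision of a 5'-TAMRA/3'-BHQ-2 THF-containing duplex, 50 nM; human APE1 0.75 nM after 15 min room-temperature exposure to compound; kinetic three-point read at one-minute spacing.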
POLH inh: DNA polymerase eta (human) inhibition. Q9Y253. recombinant Pol eta, fluorescent DNA replication assay. Potency, µM (series often up to 114 µM), for inactives: top-dose activity change, negative = inhibition, actives largely listed as inhibitors. 1.2% of 390,000 active. AID 588591; note: % is set by controls: 0 for no effect and ±100 for the full control effect
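Fluorescent replication assay: 50 nM final substrate added after a 15 min room-temperature compound preincubation with 10 nM enzyme. Signal taken at 0 min and again at 10 min.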
BAZ2B block: BAZ2B (human) inhibition | Q9UIF8 | AlphaScreen BAZ2B-H3K14Ac peptide displacement | Potency, µM (titrated, usually from 114 µM), for inactives: at the top dose activity change, negative = inhibition, actives largely listed as inhibitors | 4.4% of 360,000 active | AID 504333; note: % is set by controls: 0 for no effect and ±100 for the full control effect; nearly all actives have a fitted effect of over 60% in size
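BAZ2B 50 nM plus b-H3(5-23)K14Ac 50 nM, PBS pH 7.4/0.01% Tween-20, 30 min RT; compound added (max 110 uM), 30 min RT; streptavidin donor/Ni-chelate acceptor beads 10 ug/mL final, 20 min dark; AlphaScreen read.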
POLB inh: inhibitors of human DNA polymerase beta. Potency, µM (titrated, usually from 114 µM), without a hit: top-dose activity change, negative = inhibition, actives largely listed as inhibitors. P06746. 1.3% of 340,000 active. AID 485314. Pol beta primer extension/strand displacement, fluorescence kinetic; note: % is set by controls: 0 for no effect and ±100 for the full control effect
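Reaction started by 50 nM substrate onto compound-treated Pol beta (10 nM, 15 min preincubation, room temperature); plates read at 0 min and 10 min. Normalized concentration-effect data fitted by four-parameter Hill equation.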
POLK inh: DNA polymerase kappa (human) inhibition; Q9UBT6; purified Pol kappa, fluorescent DNA synthesis assay, 10 min; Potency, µM (highest dose often 107 µM), for inactives: top-dose activity, negative = inhibition, actives largely listed as inhibitors; 0.53% of 400,000 active; AID 588579; note: % is set by controls: 0 for no effect and ±100 for the full control effect
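Inhibition of 10 nM Pol kappa is measured by a fluorescent read-out at 0 and 10 min following addition of 50 nM substrate (final), with a 15-min room-temperature compound preincubation.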
Apoferritin bind: candidate novel general anesthetic via apoferritin binding. Potency, µM (titrated, usually from 77.5 µM), without a hit: at the highest dose activity change, negative = displacement, most hits filed as inhibitors. 0.074% of 350,000 active. apoferritin/1-aminoanthracene competitive binding, fluorescence; note: % is set by controls: 0 for no effect and ±100 for the full control effect; nearly all actives have a fitted effect of over 20% in size
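Read-out: endpoint 1-AMA fluorescence, excitation 380 nm and emission 535 nm, after compounds sit 10 min at room temperature with 10 uM horse-spleen apoferritin in 50% saturated 1-AMA/PBS. Values come from four-parameter Hill fits.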
BLM inh: inhibitors of human Bloom syndrome helicase BLM; AID 2528; recombinant BLM DNA unwinding, fluorescence dequenching; 0.2% of 350,000 active; Potency, µM (titrated, usually from 56.1 µM), for the others: at the top dose activity change, negative = inhibition, actives largely listed as inhibitors;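 note: plate controls were vehicle for no effect and no enzyme for full effect; nearly all actives have a fitted effect of over 35% in size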
Pol iota inh: blocks human DNA polymerase iota activity; Pol iota fluorescent replication assay, 10 min; Potency, µM (doses to about 115 µM), for inactives: top-dose activity, negative = inhibition, actives largely listed as inhibitors; 1% of 390,000 active; AID 588590
Target sequence (Q9UNA4 whole entry, looked up): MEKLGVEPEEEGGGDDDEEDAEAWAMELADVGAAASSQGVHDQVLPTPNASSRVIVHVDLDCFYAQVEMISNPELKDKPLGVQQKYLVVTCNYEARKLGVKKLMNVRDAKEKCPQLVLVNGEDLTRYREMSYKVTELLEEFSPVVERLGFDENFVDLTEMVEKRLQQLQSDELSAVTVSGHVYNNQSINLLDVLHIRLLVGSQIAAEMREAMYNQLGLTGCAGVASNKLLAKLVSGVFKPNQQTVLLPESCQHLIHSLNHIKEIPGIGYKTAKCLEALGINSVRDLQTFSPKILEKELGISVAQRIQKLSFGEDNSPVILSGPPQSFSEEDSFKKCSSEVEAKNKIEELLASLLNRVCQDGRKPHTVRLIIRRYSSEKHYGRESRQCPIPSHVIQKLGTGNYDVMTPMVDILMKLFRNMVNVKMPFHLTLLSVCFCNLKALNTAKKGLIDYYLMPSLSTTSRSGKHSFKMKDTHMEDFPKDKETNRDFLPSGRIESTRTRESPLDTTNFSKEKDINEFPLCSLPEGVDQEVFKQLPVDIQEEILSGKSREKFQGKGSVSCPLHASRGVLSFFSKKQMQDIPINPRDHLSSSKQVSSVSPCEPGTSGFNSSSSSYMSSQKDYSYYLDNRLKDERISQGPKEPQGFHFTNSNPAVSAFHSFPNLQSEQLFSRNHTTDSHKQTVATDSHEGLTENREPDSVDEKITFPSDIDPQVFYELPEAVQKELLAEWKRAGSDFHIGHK
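Pol iota at 10 nM preincubated 15 min with compounds at room temperature; reaction started with fluorescent substrate, 50 nM final. Fluorescence read kinetically at 0 and 10 min; buffer-only wells as negative control.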
The depositor's hits bear a star; ? = inconclusive; . = no result given; & = joins results of further samples; [ ] = another dose, or the depositor's remark. Calls come from the whole dose curve; as a rule, active = well fitted curve in the direction sought with a large enough effect; inconclusive = small, poorly fitted or top-dose-only effect, or another doubt; inactive = no such curve, though single readings can be large; an effect the other way counts as inactive or inconclusive. Potency is the fitted concentration of half-maximal effect. An excerpt. The share of hits here may be higher or lower than overall.

SMILES	G9a inh	APEX1 inh	POLH inh	BAZ2B block	POLB inh	POLK inh	Apoferritin bind	BLM inh	Pol iota inh
O=C(CCn1c(=O)c2cccn2c2cccnc21)Nc1ccccc1C(F)(F)F	-7%[59 µM]	.	?	-4%	4%	-17%	-3%	-6%	30%[activator]
O=C1c2ccccc2C(Nc2ccc(S(=O)(=O)N3CCOCC3)cc2)N1Cc1ccco1 (stereo unspecified)	?	6%	-20%	-5%	11%	0%	-10%	-5%	-30%
Cc1nn(C)c(Cl)c1CN1CCCC(CO)(Cc2ccccc2)C1 (stereo unspecified)	-7%	0%	-14%	2%	2%	-15%	-10%	0%	-4%
COc1cc(C)ccc1OCC(=O)OCC(=O)c1cc(C)n(CC2CCCO2)c1C (stereo unspecified)	25%[12.7 µM]	35%	-13%	-32%	.	-4%	.	.	5%
COc1ccc(-c2cc(C)no2)cc1S(=O)(=O)N(C)Cc1ccco1	-10%	47%[activator]	-11%	-29%	-17%	7%	-13%	-2%	12%
COc1ccc2c(c1)c1nnc(SCC(=O)Nc3ccccc3F)nc1n2C	-15%	18%	-30%	?	-1%	-4%	-5%	?	9%
O=C(Nc1ccc(N2CCOCC2)c(F)c1)c1ccncc1	-2%[12.7 µM]	-2%	-8%	5%	-1%	1%	7%	-12%	0%
CC1CN(C(=O)COC(=O)[C@@H]2CC(O)CN2S(=O)(=O)c2ccc3c(c2)OCCO3)CC(C)O1 (stereo partly specified)	20%[59 µM]	-3%	?	2%	13%	-11%	4%	-10%	11%
COc1ccc(C(=O)NNC(=S)NC(=O)C(C)(C)C)cc1	?	2%	3%	8%	0%	-11%	-1%	3%	53%[activator]
COc1cccc2c(=O)n(CC(=O)NCCc3ccccc3)ccc12	.	5%	-10%	-4%	9%	2%	9%	3%	-16%
O=C(c1cc2ccccc2oc1=O)N1CCN(C(=O)C2CCCO2)CC1 (stereo unspecified)	-10%[59 µM]	-2%	-5%	-3%	-24%	-1%	-3%	0%	-17%[58.9 µM]
COc1ccc2[nH]c3ccc(OC)cc3c2c1	50µM*	-6%	-17%	-39%	6%	-8%	-11%	-1%	0%
CN(C)S(=O)(=O)c1cccc(C(=O)OCC(=O)N2CCCC2=O)c1	4%	11%	-14%	-12%	14%	3%	-4%	-1%	-14%
O=C(NCc1cccs1)c1nn(-c2ccccc2)nc1CO	1%[59 µM]	.	-10%	0%	-27%	-21%	-9%	-1%	29%
Cc1cccc(CS(=O)(=O)CC2Nc3ccc(C(=O)NCc4ccccc4Cl)cc3NC2=O)c1 (stereo unspecified)	?	.	2%	-7%	?	-4%[60.1 µM]	7%	-9%	-14%
COc1ccc(CCC(=O)OCC(=O)Nc2c(C)n(C)n(-c3ccccc3)c2=O)cc1	8%[12.7 µM]	-1%	2%	-1%	.	-4%	.	.	15%
O=C(COC(=O)c1n[nH]c2ccccc12)c1cc(F)ccc1F	-8%	-7%	-5%	-17%	18%	-6%	?	-1%	37%[activator]
COc1ccc(Cl)cc1NC(=O)Cc1coc2c(C)c(C)ccc12	-28%[59 µM]	.	-13%	-28%	-16%	0%	3%	-25%	-6%
CCOC(=O)COc1cccc2c(=O)n(CC(=O)N3CCCc4ccccc43)ccc12	1%[59 µM]	-2%	-11%	2%	-2%	-4%	-4%	3%	-16%
Cc1onc(-c2ccccc2)c1C(=O)N/N=C/c1cccc(O)c1	-8%[59 µM]	5%	-9%	-26%	1%	-18%	-1%	-2%	4%
CC(=O)c1ccc(OCc2cc(C(=O)N3CCCCC3c3cccnc3)no2)cc1 (stereo unspecified)	.	8%	-4%	-9%	18%	-4%	-23%	-2%	94%[activator]
COc1ccc(C(CNC(=O)Cc2c(F)cccc2Cl)N2CCCCC2)cc1 (stereo unspecified)	10%	25%	-6%	-6%	20%	-3%	-3%	-2%	30%
COc1ccc(-c2onc(C)c2-c2ccccc2)c(O)c1	8%	-3%	-3%	1%	-9%	-10%	-18%	-3%	-10%
O=C(COC(=O)c1ccco1)c1ccc(F)cc1	28%	47%[activator]	-19%	1%	6%	5%	-13%	-2%	96%[activator]
COc1cc2nc(Cl)nc(NCCO)c2cc1OC	-41%	3%	3%	-20%	5%	-8%	3%	17%	-8%

Later entries.
SMILES	G9a inh	APEX1 inh	POLH inh	BAZ2B block	POLB inh	POLK inh	Apoferritin bind	BLM inh	Pol iota inh
Cc1ccc(NC(=O)C(C)N2CCCC2)cc1Cl (stereo unspecified)	-37%	3%	-25%	-14%	7%	-3%	?	2%	25%
CCOC(=O)c1c(C)[nH]c(C)c1S(=O)(=O)NCC(=O)Nc1cc(Cl)ccc1OC	-32%[59 µM]	.	-3%	-26%	8%	-2%	1%	-5%	11%
O=C(NCc1ccccc1F)C1CCN(Cc2cc3ccccc3n2Cc2cccc(Cl)c2)CC1	-1%[59 µM]	.	-20%	-19%	1%	-7%[60.1 µM]	45%[activator]	-8%	21%
COc1cccc(C(O)c2nc3ccccc3n2C)c1 (stereo unspecified)	-1%	17%	-14%	-12%	10%	18%	-8%	-7%	25%
CC(C)CCN(C(=O)c1ccc(N2CCCC2=O)cc1)c1c(N)n(Cc2ccccc2)c(=O)[nH]c1=O	-4%	-12%	-9%	11%	.	-6%	.	.	-9%
COc1ccc(Nc2nc3nonc3nc2N2CCCCC2)cc1	-8%	-7%	-10%	-29%	15%	-19%	7%	4%	27%
Cc1ccc(C23CC4CC(CC(NC(=O)NN)(C4)C2)C3)cc1	4%[59 µM]	63%	-24%	3%	1%	4%	?	-3%	18%
COC(=O)c1ccc(NC(=O)CSc2nncn2-c2cccnc2)cc1	?	10%	4%	3%	107%	-13%	-7%	-1%	10%
O=C(c1cc[n+]([O-])cc1)N1CCCC(N2CCN(c3cccc(C(F)(F)F)c3)CC2)C1 (stereo unspecified)	.	-5%	-18%	-11%	-23%	-12%	-18%	-2%	14%
O=C(CSc1nnc2c(n1)[nH]c1ccc(F)cc12)NCc1ccc(F)cc1	?	6%[12.4 µM]	-11%	-28%	?	-7%	4%	-10%	103%[activator]
Cc1ccc(C)c(N2CCN(C(=O)c3cc(S(=O)(=O)N4CCCCCC4)cn3C)CC2)c1	-4%[59 µM]	.	-22%	?	16%	-3%[60.1 µM]	-4%	-7%	12%
O=[N+]([O-])c1ccccc1CNC(Cc1ccccc1)c1ccccc1 (stereo unspecified)	?	-9%	-10%	10%	1%	-4%[60.1 µM]	-24%	-8%	12%
O=C(Nc1ccccn1)c1cc(-c2ccc(Cl)s2)nc2ccccc12	13%[12.7 µM]	-3%	-17%	21%	.	-4%	.	.	5%
CCN(CC)C(=O)Cn1c(SCCOc2ccc(Cl)cc2)nc2ccccc21	?	.	-19%	?	8%	1%	-3%	-1%	43%[activator]
CSc1ccc(S(=O)(=O)Nc2c(C)n(C)n(-c3ccccc3)c2=O)cc1	.	8%	-19%	5%	2%	8%	-2%	2%	37%[activator]
CCOC(=O)CSc1nc2sc3c(c2c(=O)n1-c1ccccc1)CC(C(C)C)OC3 (stereo unspecified)	-41%[59 µM]	.	-4%	-4%	5%	-10%	43%[activator]	-7%	3%
CN(Cc1ccc(F)cc1)S(=O)(=O)c1nnc(NC(=O)c2ccccc2)s1	-29%	33%	0%&-6%	-11%&-11%	?	-24%&-5%	-21%&-18%	-4%&-2%	4%&21%
O=C(CSc1ncnc2c1cnn2-c1ccc(Cl)cc1)NCc1ccc2c(c1)OCO2	-5%[59 µM]	6%	-20%	5%	-2%	-9%	9%	-2%	30%
O=C(CCN1CCOCC1)c1ccc(Br)cc1	.	13%	-13%	-14%	16%	-4%	-9%	4%	72%[activator]
COc1cccc2cc(C(=O)N3CCc4ccccc4C3)c(=O)oc12	5%[59 µM]	0%	-15%	-2%	5%	-3%	-17%	-2%	-1%
COc1cc2nc(Nc3ccc(C)c(C)c3)nc(N)c2cc1OC	-8%	-15%	?	?	?	-7%&-6%	-3%&-12%	-23%&-27%	8%&-28%
COc1cc(S(=O)(=O)NCCc2ccc3c(c2)OCO3)ccc1-n1cnnn1	56µM*	-2%	-8%	-7%	5%	-3%	?	2%	4%
Cc1cc(SCC(=O)OCC(=O)NCC2CCCO2)c(C)cc1Br (stereo unspecified)	2%	-5%	-19%	4%	6%	8%	-14%	-4%	16%
O=C(Cc1ccc(Br)c2ccccc12)N/N=C/c1ccccn1	44%[59 µM]	10%	-7%	-7%	9%	0%	-18%	-5%	0%
COc1ccc(OC)c(-n2c(SCC(=O)NCc3ccco3)nnc2-c2c[nH]c3ccccc23)c1	?	12%	-22%	?	20%	-2%	8%	-8%	45%[activator]
O=[N+]([O-])c1ccc(N/N=C2\CC3CC=CC23)c([N+](=O)[O-])c1 (stereo unspecified)	14µM*	1%	-14%	3.2µM*	-15%	0%	?	0%	54%[activator]
CCOC(=O)[C@H]1[C@H]2COc3ccc(Br)cc3[C@@H]2N2C(=O)N(c3ccccc3)C(=O)[C@@]12C	.	11%	-13%	.	.	-2%	.	.	10%

Part of the list above, field by field.
O=C(Cc1ccc(Br)c2ccccc12)N/N=C/c1ccccn1
  G9a inh = 44%[59 µM] | APEX1 inh = 10% | POLH inh = -7% | BAZ2B block = -7% | POLB inh = 9% | POLK inh = 0% | Apoferritin bind = -18% | BLM inh = -5% | Pol iota inh = 0%

O=C(CSc1ncnc2c1cnn2-c1ccc(Cl)cc1)NCc1ccc2c(c1)OCO2
  G9a inh = -5%[59 µM] | APEX1 inh = 6% | POLH inh = -20% | BAZ2B block = 5% | POLB inh = -2% | POLK inh = -9% | Apoferritin bind = 9% | BLM inh = -2% | Pol iota inh = 30%

CSc1ccc(S(=O)(=O)Nc2c(C)n(C)n(-c3ccccc3)c2=O)cc1
  G9a inh = . | APEX1 inh = 8% | POLH inh = -19% | BAZ2B block = 5% | POLB inh = 2% | POLK inh = 8% | Apoferritin bind = -2% | BLM inh = 2% | Pol iota inh = 37%[activator]

COc1cc2nc(Nc3ccc(C)c(C)c3)nc(N)c2cc1OC
  G9a inh = -8% | APEX1 inh = -15% | POLH inh = ? | BAZ2B block = ? | POLB inh = ? | POLK inh = -7%&-6% | Apoferritin bind = -3%&-12% | BLM inh = -23%&-27% | Pol iota inh = 8%&-28%
